FEN1 inhibitor: inhibitors of human flap endonuclease 1; AID 588795; Recombinant FEN1 flap cleavage, fluorescence, 15 min; Potency, µM (titrated, usually from 114 µM), for inactives: at the top dose activity change, negative = inhibition, hits mostly inhibitors; 390,000 compounds, 0.35% hits; further: nearly all actives have a fitted effect of over 65% in size
Target sequence (P39748 whole entry, looked up): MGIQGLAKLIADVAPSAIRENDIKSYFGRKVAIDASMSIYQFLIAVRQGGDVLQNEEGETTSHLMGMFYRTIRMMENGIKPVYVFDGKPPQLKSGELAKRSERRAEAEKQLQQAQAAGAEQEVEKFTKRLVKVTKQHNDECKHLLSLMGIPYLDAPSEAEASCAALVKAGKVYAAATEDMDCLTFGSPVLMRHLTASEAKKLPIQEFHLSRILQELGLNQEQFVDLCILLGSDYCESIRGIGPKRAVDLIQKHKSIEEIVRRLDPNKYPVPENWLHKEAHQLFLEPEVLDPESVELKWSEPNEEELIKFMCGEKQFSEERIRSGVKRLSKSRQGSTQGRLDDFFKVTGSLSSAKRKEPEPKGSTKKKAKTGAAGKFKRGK
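Read-out was taken twice, immediately and after 15 min, following addition of 50 nM substrate to 10 nM FEN1 that had sat with test compound for 15 min at room temperature. Curves came from a four-parameter Hill model.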
KAT2A inh: inhibitors of human GCN5L2 histone acetyltransferase; Potency, µM (top dose mostly 58.9 µM), without a hit: top-dose activity change, negative = inhibition, hits mostly inhibitors; GCN5L2 HAT assay, ThioGlo1 CoA-SH fluorescence; Q92830; AID 504327; 390,000 compounds, 0.21% hits
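ThioGlo1-coupled HAT assay: 20nM GCN5L2, 70uM acetyl-CoA, 75uM H3(1-25) peptide, pH 7.5. Fluorescence read at 340/540nm at start and after 20 min at room temperature.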
N370S GC: inhibits or activates N370S mutant glucocerebrosidase. P04062. N370S GC spleen homogenate, 4MU-glucoside fluorescence. Potency, µM (highest dose often 59.4 µM), inactives show at the top dose activity change, negative = inhibition, actives largely listed as inhibitors. 330,000 compounds, 0.092% hits. AID 2101;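 further: 0% = full enzyme activity and -100% = no enzyme basal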
* hit, by the source's call; [ ] = remark or other dose. The call rests on the fitted dose curve; in most records, active means well fitted curve in the direction sought with a large enough effect; inconclusive means small, poorly fitted or top-dose-only effect, or another doubt; inactive means no such curve, though single readings can be large; an effect the other way counts as inactive or inconclusive. Unless noted, on the % scale 0 is the no-effect control and ±100 the full control effect; potency means the concentration at half of the fitted maximal effect. This is a random part of the collection. Share with any hit: about 0.54%.

Start of the data: the first three entries, ahead of the listing:
Results for O=c1cc(-c2cc(O)c(O)c([C@@H]3O[C@H](CO)[C@@H](O)[C@H](O)[C@H]3O)c2)oc2cc(O[C@@H]3O[C@H](CO)[C@@H](O)[C@H](O)[C@H]3O)cc(O)c12 ?
KAT2A inh: -15.1%; N370S GC: 0.7%

What do the screens show for `COCCCN1C(=O)c2[nH]nc(-c3ccccc3O)c2C1c1cccc(Cl)c1` (stereo not drawn)?
FEN1 inhibitor: -17.1%; KAT2A inh: -7.8%; N370S GC: -2.9%

Results for COCc1nnc(NC(=O)c2cc3ccccc3o2)s1 ?
FEN1 inhibitor: 1.0%; KAT2A inh: -4.1%; N370S GC: -7.7%

All compounds of this part (from the top)
Results for O=c1cc(-c2cc(O)c(O)c([C@@H]3O[C@H](CO)[C@@H](O)[C@H](O)[C@H]3O)c2)oc2cc(O[C@@H]3O[C@H](CO)[C@@H](O)[C@H](O)[C@H]3O)cc(O)c12 ?
KAT2A inh: -15.1%; N370S GC: 0.7%

What do the screens show for `COCCCN1C(=O)c2[nH]nc(-c3ccccc3O)c2C1c1cccc(Cl)c1` (stereo not drawn)?
FEN1 inhibitor: -17.1%; KAT2A inh: -7.8%; N370S GC: -2.9%

Results for COCc1nnc(NC(=O)c2cc3ccccc3o2)s1 ?
FEN1 inhibitor: 1.0%; KAT2A inh: -4.1%; N370S GC: -7.7%

How did COC(=O)/C(=C/c1ccc(F)cc1)NC(C)=O do in these assays?
FEN1 inhibitor: -4.8%; KAT2A inh: -11.5%; N370S GC: -1.5%

How did C=CCN(C(=O)c1csnn1)C(C(=O)NCc1ccccc1)c1cccs1 (stereo not drawn) do in these assays?
FEN1 inhibitor: 12.1%; KAT2A inh: 1.4%; N370S GC: -6.4%

What do the screens show for `CNC(=O)COc1ccc(S(=O)(=O)N2CCCC2)cc1`?
FEN1 inhibitor: 6.5%; KAT2A inh: -6.5%; N370S GC: -1.6%

How did CC(=O)Nc1ccc(NC(=O)CCNC(=O)c2ccccc2Cl)cc1 do in these assays?
FEN1 inhibitor: 18.7%; KAT2A inh: 8.0%; N370S GC: -0.2%

What do the screens show for `O=c1oc2ccccc2nc1/C=C(O)/C=C/c1ccc(F)cc1`?
FEN1 inhibitor: 7.2%; KAT2A inh: -3.2%; N370S GC: 7.7%

How did CCCOC(=O)Cn1c(=O)c2cc3c(=O)n(CC(=O)OCCC)c(=O)c3cc2c1=O do in these assays?
FEN1 inhibitor: -0.8%; KAT2A inh: 4.4%; N370S GC: 0.8%

How did COc1ccc(Cl)cc1NC(=O)c1cc(-c2ccco2)on1 do in these assays?
FEN1 inhibitor: -6.1%; KAT2A inh: -5.9%; N370S GC: -10.7%

How did COC(=O)c1ccc(CSc2nc3ccccc3c(=O)n2-c2ccc(OC)c(OC)c2)o1 do in these assays?
FEN1 inhibitor: -6.0%; KAT2A inh: -8.9%; N370S GC: -1.2%

What do the screens show for `O=C(CN1CCN(C/C=C/c2ccccc2)CC1)Nc1ccccc1C(=O)NC1CC1`?
FEN1 inhibitor: -10.8%; KAT2A inh: -5.1%; N370S GC: 1.0%

Results for CC(=O)NCCNC(=O)C1CCCCN1S(=O)(=O)c1ccccc1 (stereo not drawn) ?
FEN1 inhibitor: -2.3%; KAT2A inh: -2.9%; N370S GC: 0.3%

Results for O=C(COc1ccc(Cl)cc1Cl)Nc1c(-c2cccs2)nc2ccccn12 ?
FEN1 inhibitor: -1.9%; KAT2A inh: -10.6%; N370S GC: 5.1%

Results for CN(C)c1ccc(C(=O)OCc2cc(=O)n3ccsc3n2)cc1 ?
FEN1 inhibitor: -7.6%; KAT2A inh: -6.0%

How did NCC1CC2c3ccccc3C1c1ccccc12 (stereo not drawn) do in these assays?
FEN1 inhibitor: -7.8%; KAT2A inh: 3.0%; N370S GC: 2.6%

What do the screens show for `Nc1cccc(NP(=O)(c2ccccc2)c2ccccc2)c1`?
FEN1 inhibitor: -8.3%; KAT2A inh: -8.7%; N370S GC: -9.5%

What do the screens show for `CCCCN(C)C(=O)C1CCC(CNS(=O)(=O)c2ccc(Cl)cc2)CC1` (stereo not drawn)?
FEN1 inhibitor: 5.0%; KAT2A inh: 2.7%

Results for CC(=O)Nc1cccc(C(=O)OCC(=O)N2CCC(c3ccccc3)=N2)c1 ?
FEN1 inhibitor: 2.4%; KAT2A inh: -5.4%; N370S GC: -5.2%

What do the screens show for `Cc1ccc(C)c(NC(c2ccccc2)c2nnc(-c3ccccc3F)o2)c1` (stereo not drawn)?
FEN1 inhibitor: inconclusive; KAT2A inh: 4.9%

Results for CCOc1ccc(OCC)c(NC(=O)C2CCN(S(=O)(=O)c3ccc(Br)s3)CC2)c1 ?
FEN1 inhibitor: 0.8%; KAT2A inh: -7.9%

Results for O=C(Nc1sc2c(c1C(=O)O)CCCCC2)c1ccccc1 ?
FEN1 inhibitor: 9.6%; KAT2A inh: -7.5%; N370S GC: 10.8%

How did Cc1ccc(Cn2cc(C(=O)NN)c(=O)c3ccc(F)cc32)cc1 do in these assays?
FEN1 inhibitor: -16.0%; KAT2A inh: -10.5%; N370S GC: -8.6%

Results for Cc1ccc(/C=C/C(=O)NCc2ccncc2)cc1 ?
FEN1 inhibitor: -0.5%; KAT2A inh: -0.2%; N370S GC: 15.9%

Looked up by structure from the list above (3):
Results for CCOc1ccc(OCC)c(NC(=O)C2CCN(S(=O)(=O)c3ccc(Br)s3)CC2)c1 ?
FEN1 inhibitor: 0.8%; KAT2A inh: -7.9%

Results for CC(=O)Nc1cccc(C(=O)OCC(=O)N2CCC(c3ccccc3)=N2)c1 ?
FEN1 inhibitor: 2.4%; KAT2A inh: -5.4%; N370S GC: -5.2%

What do the screens show for `Cc1ccc(C)c(NC(c2ccccc2)c2nnc(-c3ccccc3F)o2)c1` (stereo not drawn)?
FEN1 inhibitor: inconclusive; KAT2A inh: 4.9%

(further entries)
How did Cc1ccc(CNc2ccc3c(c2)ncn3C)cc1 do in these assays?
FEN1 inhibitor: -8.8%; KAT2A inh: -6.2%; N370S GC: -3.1%

How did CN(C)S(=O)(=O)c1ccc(N2CCCC2)c(C(=O)Nc2ccccc2)c1 do in these assays?
FEN1 inhibitor: 5.9%; KAT2A inh: -3.3%; N370S GC: -11.3%

Results for OCCNc1nc(C2CC2)nc2c1nnn2Cc1ccccc1Cl ?
FEN1 inhibitor: -20.8%; KAT2A inh: -6.8%; N370S GC: 1.1%

Results for CCCCCCC1CC(=O)NC(=O)N1 (stereo not drawn) ?
FEN1 inhibitor: 5.8%; KAT2A inh: -9.8%; N370S GC: 2.2%

How did COc1ccc(Cn2c(=O)[nH]c3cc(C(=O)NCCCN4CCCC4=O)ccc3c2=O)cc1 do in these assays?
FEN1 inhibitor: 17.8%; KAT2A inh: -0.6%; N370S GC: 9.2%

What do the screens show for `COc1ccccc1N(CC(=O)N(CC(C)C)CC(C)C)S(=O)(=O)c1cccs1`?
FEN1 inhibitor: -11.2%; KAT2A inh: -16.2%; N370S GC: 3.9%

Results for Cc1ccc(S(=O)(=O)NN2C(=O)c3ccccc3NC2c2ccccc2F)cc1 (stereo not drawn) ?
FEN1 inhibitor: -2.4%; KAT2A inh: -1.8%; N370S GC: 5.0%

What do the screens show for `CCOCCCNC(=O)c1c[nH]c2c(CC)cccc2c1=O`?
FEN1 inhibitor: -7.2%; KAT2A inh: -0.9%; N370S GC: 22.8%

What do the screens show for `Cc1ccc(CNC(=O)c2ccc3c(c2)nc(C)n3-c2cc(C)cc(C)c2)cc1`?
FEN1 inhibitor: -19.4%; KAT2A inh: 3.3%

Results for Cc1nnc(SCC(=O)c2ccc(S(=O)(=O)N3CCOCC3)cc2)n1-c1ccccc1 ?
FEN1 inhibitor: -7.8%; KAT2A inh: 0.8%; N370S GC: 6.7%

How did CCc1ccc(NC(=O)c2cccc(N3CCCS3(=O)=O)c2)cc1 do in these assays?
FEN1 inhibitor: 14.3%; KAT2A inh: -0.7%

How did CCOC(=O)c1c(C)cc(O)c(C)c1O do in these assays?
KAT2A inh: -9.7%; N370S GC: -9.9%

How did COc1ccc(Oc2c(C(F)(F)F)oc3c(CN4CCCC(C)C4)c(O)ccc3c2=O)cc1 (stereo not drawn) do in these assays?
FEN1 inhibitor: -9.7%; KAT2A inh: 4.4%

What do the screens show for `COc1cc2ccccc2cc1C(=O)N1CCN(c2nc3c(C)cc(C)cc3s2)CC1`?
FEN1 inhibitor: -5.5%; KAT2A inh: -15.8%

How did CCOc1ccc(N(CC(=O)NCC2CCCO2)C(=O)CCC(=O)Nc2ccccn2)cc1 (stereo not drawn) do in these assays?
FEN1 inhibitor: 2.5%; KAT2A inh: -2.9%; N370S GC: 3.6%

What do the screens show for `COc1ccc([N+](=O)[O-])cc1NC(=O)CN(C)S(=O)(=O)c1ccccc1`?
FEN1 inhibitor: -3.9%; KAT2A inh: -2.4%; N370S GC: 4.2%

Results for C=CCSc1nc(N)c(C(=O)Nc2ccccc2C)cc1C(N)=O ?
FEN1 inhibitor: 0.0%; KAT2A inh: -23.6%; N370S GC: 22.9%

What do the screens show for `CC(=O)Nc1ccc(C(=O)n2cnc3cc(C)c(C)cc32)cc1`?
FEN1 inhibitor: -14.5%; KAT2A inh: -7.4%[0.501 µM]; N370S GC: 6.8%

Results for COc1ccc(NC(=O)Nc2cccc3c2O[C@H](CN(C)C(=O)Nc2ccc(OC)cc2)[C@@H](C)CN([C@H](C)CO)C3=O)cc1 ?
FEN1 inhibitor: -10.4%; KAT2A inh: -1.6%

How did Cc1ccc(Cn2cc(CCC(=O)O)c3ccccc32)cc1 do in these assays?
FEN1 inhibitor: -0.8%; KAT2A inh: 15.1%; N370S GC: -1.8%

Results for COC(=O)c1ccccc1NC(=O)c1cccc(NC(=O)c2ccc(Br)o2)c1C ?
FEN1 inhibitor: -9.2%; KAT2A inh: -9.0%; N370S GC: 12.4%

Results for CCOC(=O)Cc1csc(N/N=C/c2cccc([N+](=O)[O-])c2)n1 ?
FEN1 inhibitor: -0.2%; KAT2A inh: -5.7%; N370S GC: -2.1%

How did CC1=NN(c2ccc(C(=O)O)c(N)c2)C(=O)C1 do in these assays?
FEN1 inhibitor: -35.1%; KAT2A inh: -29.1%; N370S GC: 6.3%

What do the screens show for `CCN(c1ccccc1)c1nnc(NC(=O)Nc2cccc(Br)c2)s1`?
FEN1 inhibitor: 5.2%; KAT2A inh: 0.4%

Results for O=C(NCC(c1ccco1)N1CCCC1)c1ccc(-n2cccn2)cc1 (stereo not drawn) ?
FEN1 inhibitor: 15.3%; KAT2A inh: 2.7%

How did O=C(COC(=O)c1ccncc1)Nc1cc(Cl)c(Cl)cc1Cl do in these assays?
KAT2A inh: -8.7%; N370S GC: -5.6%

Results for COc1cc(OC)cc(-c2cc(NC(C)=O)n[nH]2)c1 ?
FEN1 inhibitor: 1.8%; KAT2A inh: 4.2%; N370S GC: 2.2%

What do the screens show for `O=C(CCc1nc(-c2ccccc2)no1)NCc1cccnc1`?
FEN1 inhibitor: -2.5%; KAT2A inh: 0.2%; N370S GC: 2.6%

How did Cc1ccc(C)c(S(=O)(=O)N2CC(=O)N(CCc3ccccc3)C(=O)C2)c1 do in these assays?
FEN1 inhibitor: 3.3%; KAT2A inh: -8.8%; N370S GC: 14.9%

Results for Cc1c(Cl)ccc2c(C(=O)O)cc(-c3ccccc3)nc12 ?
FEN1 inhibitor: 2.0%; KAT2A inh: -16.1%; N370S GC: 15.3%

How did CCc1c(C)[nH]c2ccccc2c1=O do in these assays?
FEN1 inhibitor: 21.1%; KAT2A inh: 0.0%; N370S GC: 3.6%

How did Cc1ccc(S(=O)(=O)NC[C@H]2O[C@@H](n3cnc4c(N)ncnc43)[C@H](O)[C@@H]2O)s1 do in these assays?
FEN1 inhibitor: 13.6%; KAT2A inh: -0.6%

Results for Cn1cnnc1SCC(=O)Nc1ncc([N+](=O)[O-])s1 ?
FEN1 inhibitor: inconclusive; KAT2A inh: -28.1%

Results for CCOC(=O)C(NC(=O)c1cccc(Cl)c1)(OCc1ccc(F)cc1)C(F)(F)F (stereo not drawn) ?
FEN1 inhibitor: -18.4%; KAT2A inh: -5.8%; N370S GC: 6.5%

What do the screens show for `CCOc1ccccc1C(=O)N(C)Cc1cc2ccccc2[nH]c1=O`?
FEN1 inhibitor: -3.6%; KAT2A inh: -6.0%; N370S GC: 8.3%

How did Cc1cccc(C)c1NC(=O)N1C2CCC1CC(O)(c1cccnc1)C2 (stereo not drawn) do in these assays?
FEN1 inhibitor: -1.0%; KAT2A inh: -4.3%; N370S GC: 3.0%

What do the screens show for `Cc1nc2sc(C(c3ccc(C(C)C)cc3)N3CCN(CCO)CC3)c(O)n2n1` (stereo not drawn)?
FEN1 inhibitor: -2.0%; KAT2A inh: -8.8%; N370S GC: -12.0%

How did CC1CCC(NC(=O)c2ccc3c(c2)N(Cc2ccccc2F)C(=O)c2ccccc2S3(=O)=O)CC1 (stereo not drawn) do in these assays?
FEN1 inhibitor: 8.2%; KAT2A inh: -5.4%

Results for CC1CCCC(C)N1C(=O)CSc1nnc(-c2cccs2)o1 (stereo not drawn) ?
FEN1 inhibitor: -1.3%; KAT2A inh: -14.2%; N370S GC: 1.7%

Results for S=C(NCCc1ccccc1)Nc1ccc(Br)cc1 ?
FEN1 inhibitor: -21.4%; KAT2A inh: -4.8%; N370S GC: 1.8%

Results for CCC1(C)Cc2ccccc2-c2nc3n(c(=O)c21)CCS3 (stereo not drawn) ?
FEN1 inhibitor: -4.8%; KAT2A inh: -2.6%; N370S GC: 17.9%
